p-CIP stab down: p/CIP protein destabilization; Q05BA5; F442A p/CIP-EGFP cells, EGFP fluorescence, 16 h; decrease of EGFP signal, % at 10 µM; 290,000 compounds, 0.01% hits; AID 1984;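 active means EGFP signal decrease of at least 30% at 10 µM or well 3 SD below plate mean, unless failing retest; inactive means the rest, including hits failing retest or dose response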; further: some compounds called inactive have numbers as strong as hits; many of its hits are not listed in these tables
Target sequence (Q05BA5 1-1403): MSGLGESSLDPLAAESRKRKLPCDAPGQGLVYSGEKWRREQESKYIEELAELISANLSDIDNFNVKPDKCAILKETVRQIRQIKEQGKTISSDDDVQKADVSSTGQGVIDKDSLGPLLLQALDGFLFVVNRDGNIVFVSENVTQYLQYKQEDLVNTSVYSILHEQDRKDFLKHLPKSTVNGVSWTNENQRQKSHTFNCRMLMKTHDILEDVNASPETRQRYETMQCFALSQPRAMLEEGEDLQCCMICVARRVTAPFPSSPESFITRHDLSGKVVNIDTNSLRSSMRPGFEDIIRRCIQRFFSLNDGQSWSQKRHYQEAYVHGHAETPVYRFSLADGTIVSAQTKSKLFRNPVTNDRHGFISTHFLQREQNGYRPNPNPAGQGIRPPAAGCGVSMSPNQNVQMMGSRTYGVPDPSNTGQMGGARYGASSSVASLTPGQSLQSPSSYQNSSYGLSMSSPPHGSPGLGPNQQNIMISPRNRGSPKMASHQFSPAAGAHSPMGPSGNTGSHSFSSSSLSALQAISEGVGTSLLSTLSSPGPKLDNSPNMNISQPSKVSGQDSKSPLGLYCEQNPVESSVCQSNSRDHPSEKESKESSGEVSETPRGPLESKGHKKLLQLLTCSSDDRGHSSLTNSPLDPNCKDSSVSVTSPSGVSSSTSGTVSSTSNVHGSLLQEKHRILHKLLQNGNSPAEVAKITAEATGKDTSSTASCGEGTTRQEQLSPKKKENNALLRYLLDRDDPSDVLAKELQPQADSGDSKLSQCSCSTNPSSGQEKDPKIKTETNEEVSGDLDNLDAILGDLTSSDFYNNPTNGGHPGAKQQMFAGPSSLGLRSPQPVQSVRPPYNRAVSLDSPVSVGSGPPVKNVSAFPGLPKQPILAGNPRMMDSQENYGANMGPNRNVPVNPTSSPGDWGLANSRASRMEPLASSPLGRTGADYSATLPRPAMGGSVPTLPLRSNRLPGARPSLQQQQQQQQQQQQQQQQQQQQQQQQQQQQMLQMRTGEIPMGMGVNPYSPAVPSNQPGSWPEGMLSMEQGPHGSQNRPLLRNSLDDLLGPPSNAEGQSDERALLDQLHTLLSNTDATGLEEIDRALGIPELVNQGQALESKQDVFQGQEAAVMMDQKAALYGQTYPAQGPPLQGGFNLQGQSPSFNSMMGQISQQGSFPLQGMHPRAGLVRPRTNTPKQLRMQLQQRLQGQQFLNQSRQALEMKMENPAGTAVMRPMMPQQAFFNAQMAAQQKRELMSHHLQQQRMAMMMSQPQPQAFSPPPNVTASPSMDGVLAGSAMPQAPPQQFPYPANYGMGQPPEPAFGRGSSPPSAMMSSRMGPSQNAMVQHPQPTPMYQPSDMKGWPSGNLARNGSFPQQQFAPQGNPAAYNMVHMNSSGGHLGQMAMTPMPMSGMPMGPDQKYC
CRFR2-BP antag: CRF-BP/CRF-R2 complex antagonism. HEK293 CRF-R2/CRF-BP, CRF-induced calcium fluorescence. inhibition, % at 11.8 µM. 350,000 compounds, 0.59% hits;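 active means inhibition of the ligand-induced calcium signal above about 50% at the single tested concentration, limit read from the data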
NS3 helicase inh: blocks Hepatitis C virus NS3 helicase unwinding; 290,000 compounds, 0.56% hits; inhibition, % at 10.9 µM; NS3 helicase DNA unwinding, Cy5 molecular beacon fluorescence; AID 1800;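 active means inhibition above the mean of all tested compounds plus 3 SD, set per campaign, cut at about 35% in these data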;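 further: 0% = DMSO wells and 100% = thioflavine S control wells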
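Control set: DMSO versus 110 µM thioflavine S; Material: NS3 helicase fragment of HCV; Measured by: Cy5 fluorescence at 0 and 60 min, beacon hairpin quenching; Read-out basis: percent inhibition from t60/t0 fluorescence ratio; Times: reaction time 60 min, 25 °C; Repeats: single replicate; Compound dosing: single dose, 10.9 µM nominal final, DMSO 0.8% final.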
UBC9 SUMO inh: SUMOylation inhibition; P63279; HTRF SUMOylation assay, SAE1/SAE2 + UBC9, in vitro; inhibition, % at 35 µM; 290,000 compounds, 0.36% hits; AID 2006; in the data active means inhibition above about 50%, passing the limit was not always enough; further: strong numbers were not always called active
IMP-1 inh: blocks Pseudomonas aeruginosa IMP-1 metallo-beta-lactamase; purified IMP-1, nitrocefin hydrolysis, epi-absorbance fluorescence; inhibition, % at 5.6 µM; 290,000 compounds, 0.45% hits;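 active means inhibition above the mean plus 3 SD of all compounds in the same screening run, cut at about 4.5% in these data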;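 further: 0% = IMP-1 with DMSO and 100% = DMSO wells lacking enzyme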
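System: purified IMP-1; amount: IMP-1 0.2 nM before substrate addition; compound: single dose, 5.6 µM; times: 25 °C, 15 min preincubation, 25 min reaction; signal: Epi-absorbance via hydrolysed-nitrocefin quenching of white-plate fluorescence, 480/530 nm, EDTA stop; benchmarks: DMSO with and without IMP-1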
GalR3 antag: antagonists of human GalR3 | O60755 | HEK293 GalR3-CNG cAMP membrane potential fluorescence; galR3 body fused to GalR1 C-terminus | inhibition, % at 3 µM | 360,000 compounds, 0.44% hits;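 active means inhibition above the screen-wide average plus 3 SD, cut at about 13% in these data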;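 further: forskolin and galanin both at EC90 stimulate the cells; cAMP rise reported by CNG channel membrane potential dye signal; 0% = forskolin plus galanin with DMSO and 100% = forskolin alone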
IDE cell inh: cellular human IDE inhibition; P14735; HEK cells, FAbetaB cleavage, fluorescence polarization; inhibition, % at 5.59 µM; 320,000 compounds, 0.41% hits;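 active means percent inhibition above the average of all tested compounds plus 3 SD, set per screening campaign, cut at about 16% in these data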;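 further: IDE supplied by intact live HEK cells; FP after avidin binding of uncleaved biotin substrate so inhibition keeps polarization high; 0% = DMSO wells and 100% = 60 µM reference IDE inhibitor Ii1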
IDE cell activ: activators of human insulin-degrading enzyme in cells; P14735; activation, % at 5.96 µM; 340,000 compounds, 0.073% hits; HEK cells, FAbeta-B cleavage, fluorescence polarization; 0% vehicle, 100% cell-free pure enzyme wells; AID 493087;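 active means activation above the mean of all tested compounds plus 3 SD, set per screening campaign, cut at about 17% in these data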
VIM-2 inhibitor: blocks Pseudomonas aeruginosa VIM-2 metallo-beta-lactamase | purified VIM-2, nitrocefin hydrolysis, epi-absorbance fluorescence | inhibition, % at 5.6 µM | 290,000 compounds, 0.89% hits | AID 1527;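 active means inhibition above the mean of all tested compounds plus 3 SD, cutoff set per screening run, cut at about 7.5% in these data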;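 further: red hydrolysis product quenches plate fluorescence so inhibitors raise well fluorescence; 0% = enzyme with DMSO and 100% = DMSO without enzyme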
* hit, by the source's call; . = not tested or not shown.

cpd | IMP-1 inh | IDE cell activ | NS3 helicase inh | IDE cell inh | UBC9 SUMO inh | VIM-2 inhibitor | p-CIP stab down | GalR3 antag | CRFR2-BP antag | smiles
1 | -8.1 | 4 | -1 | -1 | -26 | -1.8 | 5 | -2 | 19 | Cc1noc(C)c1COc1cccc(C(=O)OCCOc2ccc(F)cc2)c1
2 | -3.0 | -2 | -4 | 2 | 14 | -0.8 | -6 | -8 | 11 | CC(C)c1ccc(OCC(=O)N(Cc2ccccc2)c2ccccn2)cc1
3 | -1.3 | 0 | 3 | -5 | 11 | 4.9 | -11 | -1 | 2 | CCn1c(C)nc2c(=O)oc3ccccc3c21
4 | -2.3 | -1 | -5 | 0 | -3 | -1.4 | 5 | -9 | 2 | O=C(O)c1cccc(Nc2nc(-c3ccccc3)nc3ccccc23)c1
5 | -2.1 | -1 | 6 | -3 | 4 | -2.1 | 0 | -5 | -15 | CCN(CC)CCNC(=O)Cn1nc(-c2ccccc2)c2ccccc2c1=O
6 | -3.2 | 4 | 5 | 1 | -5 | -1.3 | -18 | -3 | -31 | O=C(Nc1ccc(Cl)cn1)c1ccc(Br)c(S(=O)(=O)N2CCCCC2)c1
7 | -2.6 | 0 | -6 | -3 | 8 | -0.5 | -5 | -2 | -27 | COc1cc2c(C(=O)NCCCN3CC(C)CC(C)C3)cn(CC(C)C)c(=O)c2cc1OC (stereo unspecified)
8 | -2.9 | -5 | 6 | 2 | 12 | -0.5 | -62 | -10 | 12 | Fc1cccc(Cl)c1CNCc1cccnc1
9 | -7.3 | 2 | 5 | 13 | -9 | -4.1 | -5 | -5 | -5 | CCc1nnc(NC(=O)c2cnccn2)s1
10 | -4.5 | 6 | 13 | 2 | 4 | -0.9 | -10 | -1 | 1 | CC(=O)c1ccc(S(=O)(=O)N2CCN(C)CC2)cc1
11 | -6.4 | 4 | -2 | 0 | 18 | -2.6 | -1 | -1 | -9 | CCc1c(C)nc2ncnn2c1N1CCCC(C(=O)Nc2cc(F)ccc2C)C1 (stereo unspecified)
12 | . | 4 | . | -1 | . | . | . | -4 | -4 | Cc1ccc(NC(=O)C2=CC=CN3CCS(=O)(=O)N=C23)cc1
13 | -3.6 | 3 | -13 | 9 | -5 | -2.2 | -3 | -2 | 5 | O=C(Nc1cccc2cccnc12)c1ccc(Br)o1
14 | -2.9 | 4 | -5 | 4 | 16 | -0.7 | -37 | 0 | 8 | COc1ccc(CCNS(=O)(=O)c2ccc3c(c2)NC(=O)CCS3)cc1OC
15 | -1.3 | 1 | -7 | 0 | -3 | -1.7 | -11 | -5 | -5 | COc1ccccc1OCC(=O)N1CCCC(Nc2ccc(C)c(C)c2)C1 (stereo unspecified)
16 | -2.9 | 8 | 2 | 1 | 1 | -1.5 | -12 | -6 | 11 | CCCCC(=O)N/N=C(/C)C1=C(C)C(C)(C)OC1=O
17 | . | -2 | . | 6 | . | . | . | -4 | 18 | COc1ccc(S(=O)(=O)Nc2cc3c4c(c2)CCC(=O)N4CCC3)cc1C
18 | -2.8 | -2 | 7 | 7 | 17 | -4.6 | -11 | 0 | -35 | CCN1C=CC2=C(C#N)C(N)C(C#N)(C#N)C(c3ccccc3C(F)(F)F)C2C1 (stereo unspecified)
19 | . | 5 | . | 8 | . | . | . | 3 | -10 | Clc1cccc(Cl)c1C[n+]1cccc2ccccc21
20 | . | 5 | . | 6 | . | . | . | -7 | -13 | CCN1C(=O)[C@H]2[C@@H](c3ccc(C)cc3)N3C(=O)N(c4cccc(Br)c4)C(=O)[C@@]3(CC(C)C)[C@H]2C1=O
21 | -4.3 | 6 | -8 | 1 | 10 | -0.5 | -2 | 8 | -2 | Cc1cccc(NC(=O)CCN2CCOCC2)c1
22 | -2.2 | -4 | -8 | 0 | 10 | -1.4 | -3 | 0 | 0 | CCN=c1sc(C(=O)Nc2ccccc2)c(C)n1CC
23 | -3.3 | 3 | 9 | 13 | 15 | -1.6 | -6 | -3 | -7 | O=C(CC1C(=O)NCCN1Cc1ccccc1C(F)(F)F)NC1CCC1 (stereo unspecified)
24 | -0.2 | 0 | 5 | 5 | -6 | -3.2 | -4 | 0 | -5 | CC(=O)Nc1nc(CCC(C)C)cc2c1c(=O)oc1ccccc12
25 | -1.1 | 2 | 8 | 7 | -1 | -2.2 | 5 | 3 | -1 | Cn1c(=O)c2c(ncn2CC(=O)OCC(=O)NC(c2ccccc2)c2ccccc2)n(C)c1=O
26 | -1.7 | 3 | -4 | 0 | 1 | -2.5 | -1 | 5 | -4 | CCOC(=O)N1CCN(C(=O)C2CCCN(S(=O)(=O)c3c(C)cc(C)cc3C)C2)CC1 (stereo unspecified)
27 | . | 3 | . | -3 | . | . | . | -4 | 3 | COc1c(O)cccc1[C@H](O)C1CCN(CCc2ccc(F)cc2)CC1
28 | -3.4 | 4 | -6 | 1 | 6 | 0.3 | -6 | -2 | 8 | CN(CC1CCN(CCc2cccc(C(F)(F)F)c2)CC1)C(=O)c1ccccc1
29 | -2.0 | 3 | 5 | 3 | -1 | 6.5 | 2 | -11 | 11 | CCn1cc(C(=O)N[C@@H](C)C(=O)NCCCN2CCOCC2)c(=O)c2cc3c(cc21)OCO3
30 | -6.2 | 3 | 3 | -4 | 7 | -6.3 | -7 | 1 | 5 | C=CCNC(=O)C1CC(=O)N(c2ccc(OCC(=O)NCc3ccccc3)cc2)C1 (stereo unspecified)
31 | -1.4 | 2 | 2 | 4 | 6 | -3.3 | -17 | 4 | 6 | Cc1nn(-c2ccc(N3CCOCC3)nn2)c(C)c1CCC(=O)NCc1ccccc1F
32 | . | -2 | . | 7 | . | . | . | -3 | -5 | CCCCn1c(N)c(N(CCOC)C(=O)c2ccc(S(=O)(=O)N3CCC(C)CC3)cc2)c(=O)[nH]c1=O
33 | -2.2 | 5 | 5 | 7 | 7 | 0.3 | 10 | 2 | -5 | CN(N)C(=S)Nc1ccc(F)cc1
34 | 0.6 | 3 | -28 | -1 | 4 | 0.2 | 4 | -12 | -2 | CC1CCN(CC(O)Cn2c3ccccc3c3ccccc32)CC1 (stereo unspecified)
35 | -3.3 | 4 | 3 | 5 | 4 | -3.4 | -14 | -2 | -2 | COc1ccc(S(=O)(=O)N2CCN(c3ccccc3OC)CC2)cc1C(=O)N1CCCCC1
36 | -2.9 | 4 | 4 | -5 | -8 | -1.1 | -8 | -3 | 12 | COc1ccc(N2CCN(c3ncnc4c3nnn4Cc3ccccc3Cl)CC2)cc1
37 | -1.9 | 6 | 11 | 2 | 11 | -0.8 | -9 | 5 | 7 | COc1ccc(S(=O)(=O)Nc2c(C(=O)O)[nH]c3ccc(OC)cc23)c(OC)c1
38 | -2.3 | 6 | -8 | 2 | 9 | 0.4 | 6 | -6 | -8 | CC(C)C(=O)NC(=S)/C=C1/N(C)c2ccccc2C1(C)C
39 | -0.5 | . | 4 | -4 | 22 | -0.1 | -2 | -6 | 6 | CCCOc1ccc(/C(O)=C2/C(=O)C(=O)N(CCCn3ccnc3)C2c2cccnc2)cc1 (stereo unspecified)
40 | -3.9 | 4 | -2 | 2 | 12 | -4.6 | -18 | -8 | 8 | COc1ccccc1CNS(=O)(=O)c1ccc2c(c1)N(C(C)=O)CC(C)S2 (stereo unspecified)
41 | -4.3 | 0 | -5 | 10 | 16 | -3.7 | 6 | 2 | -6 | COc1cccc(-c2nnc(SCC(=O)N3CCOCC3)o2)c1
42 | -2.8 | 0 | 0 | 0 | -1 | -3.5 | 3 | -1 | 2 | CC1(C(=O)O)C=CC2(CCCCC2)N1C(=O)c1ccccc1 (stereo unspecified)
43 | -2.1 | -7 | 9 | 1 | 18 | -2.3 | -6 | -2 | 1 | O=C(O)c1cc(-c2ccc(O)cc2)on1
44 | -3.2 | 5 | -8 | 1 | 3 | -0.8 | 1 | -2 | -6 | O=C(NC1CCCCC1)C1CCC(=O)N(C2CC2)C1 (stereo unspecified)

Some values from the list:
#29 in UBC9 SUMO inh = -1
#27 in CRFR2-BP antag = 3
#32 in CRFR2-BP antag = -5

2 of these compounds in another layout.
no. | mol | IMP-1 inh | IDE cell activ | NS3 helicase inh | IDE cell inh | UBC9 SUMO inh | VIM-2 inhibitor | p-CIP stab down | GalR3 antag | CRFR2-BP antag
26 | CCOC(=O)N1CCN(C(=O)C2CCCN(S(=O)(=O)c3c(C)cc(C)cc3C)C2)CC1 (stereo unspecified) | -1.7 | 3 | -4 | 0 | 1 | -2.5 | -1 | 5 | -4
27 | COc1c(O)cccc1[C@H](O)C1CCN(CCc2ccc(F)cc2)CC1 | . | 3 | . | -3 | . | . | . | -4 | 3

By substructure: the compounds so far with a Cl atom.
cpd | IMP-1 inh | IDE cell activ | NS3 helicase inh | IDE cell inh | UBC9 SUMO inh | VIM-2 inhibitor | p-CIP stab down | GalR3 antag | CRFR2-BP antag | smiles
6 | -3.2 | 4 | 5 | 1 | -5 | -1.3 | -18 | -3 | -31 | O=C(Nc1ccc(Cl)cn1)c1ccc(Br)c(S(=O)(=O)N2CCCCC2)c1
8 | -2.9 | -5 | 6 | 2 | 12 | -0.5 | -62 | -10 | 12 | Fc1cccc(Cl)c1CNCc1cccnc1
19 | . | 5 | . | 8 | . | . | . | 3 | -10 | Clc1cccc(Cl)c1C[n+]1cccc2ccccc21
36 | -2.9 | 4 | 4 | -5 | -8 | -1.1 | -8 | -3 | 12 | COc1ccc(N2CCN(c3ncnc4c3nnn4Cc3ccccc3Cl)CC2)cc1

Compound activity from PubChem BioAssay.

Outcome played no part in choosing rows; about 3.2% have a hit in one of these screens.
